Screening results (PubChem)
12-LOX inh: Primary qHTS assay for inhibitors of human arachidonate 12S-lipoxygenase (ALOX12): Round 2 | Polyunsaturated fatty acid lipoxygenase ALOX12 (Homo sapiens), P18054 | purified 12hLO, xylenol orange hydroperoxide absorbance | Potency, µM (doses to about 108 µM), without a hit: at the highest dose activity change, negative = inhibition, hits mostly inhibitors | 580,000 compounds, 1.1% hits | AID 1671190, 2021; active = well fitted inhibition curve with a large enough effect; inconclusive = small, poorly fitted or top-dose-only effect, or another doubt; inactive = no such curve, though single readings can be large or run the other way; note: potency is the fitted concentration of half-maximal effect
Target sequence (P18054 whole entry, looked up): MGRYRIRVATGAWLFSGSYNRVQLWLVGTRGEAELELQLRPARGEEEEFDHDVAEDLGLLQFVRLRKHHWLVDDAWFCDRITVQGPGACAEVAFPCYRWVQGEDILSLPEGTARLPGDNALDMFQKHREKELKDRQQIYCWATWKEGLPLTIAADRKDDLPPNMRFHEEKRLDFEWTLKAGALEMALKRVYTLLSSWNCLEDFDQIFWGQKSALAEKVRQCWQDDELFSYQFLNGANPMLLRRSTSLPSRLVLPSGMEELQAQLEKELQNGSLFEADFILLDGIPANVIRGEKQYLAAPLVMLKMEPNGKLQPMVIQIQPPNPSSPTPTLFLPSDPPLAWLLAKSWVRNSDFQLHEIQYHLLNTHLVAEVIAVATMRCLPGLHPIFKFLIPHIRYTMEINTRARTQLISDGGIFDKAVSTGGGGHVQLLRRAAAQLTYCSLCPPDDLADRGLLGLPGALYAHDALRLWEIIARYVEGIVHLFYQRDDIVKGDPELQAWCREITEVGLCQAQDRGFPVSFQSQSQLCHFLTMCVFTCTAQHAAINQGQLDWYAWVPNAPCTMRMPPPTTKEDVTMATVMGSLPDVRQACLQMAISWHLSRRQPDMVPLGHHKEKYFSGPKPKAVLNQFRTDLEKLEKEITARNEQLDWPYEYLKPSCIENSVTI
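Purified human 12hLO (150 nM final) in 25 mM Hepes, 0.01% Triton X-100, pH 7.0 was preincubated 15 min at room temperature with compound. Then 40 uM arachidonic acid was added, 30 min. Hydroperoxide was read by Fe-XO absorbance ratio 573/405 nm.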
LDHA inh: qHTS assay for inhibitors of human lactate dehydrogenase | L-lactate dehydrogenase A chain (Homo sapiens), P00338 | purified LDHA, NADH/diaphorase-resazurin fluorescence; active compounds read low | activity change, % (values are at about 110 or 230 µM) | 480,000 compounds, 0.15% hits | AID 1347041, 2019; in the data active = activity change below about -30%; inconclusive = mostly about -25% to -30%;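 note: plate controls were DMSO wells for no effect and wells without enzyme for full effect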
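Remaining NADH was detected by diaphorase (0.133 mg/mL) converting 37 µM resazurin to fluorescent resorufin, read at 0 and 20 minutes. The preceding 5-minute room-temperature reaction used 2 nM LDHA, 0.2 mM sodium pyruvate and 0.06 mM NADH at pH 7.4.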
Numbers without * were called inactive; [ ] = remark or other dose. Unless noted, % is set by controls: 0 for no effect and ±100 for the full control effect.

For O=C(OCCOc1ccccc1F)c1ccc2nccnc2c1 the results were 12-LOX inh inconclusive and LDHA inh 8.
For Cc1cc(NC(=O)C(C)OC(=O)c2cc3c(s2)CCCCCC3)no1 (stereo unspecified) the results were 12-LOX inh 3% and LDHA inh 7.
`CCOc1ccc(OCC)c(NS(=O)(=O)c2ccc(-c3cnc(C)o3)cc2)c1` gave 12-LOX inh -21% and LDHA inh 10.
For CCOc1ccc(/C=C2\Oc3cc(OS(C)(=O)=O)ccc3C2=O)cc1 the results were 12-LOX inh inconclusive and LDHA inh 5.
Screening O=C(Nc1ccc(F)cc1)C1=C(N2CCCC2)c2ccccc2S1(=O)=O returned 12-LOX inh 4% and LDHA inh 2.
`O=C(Cn1nc(-c2ccco2)ccc1=O)Nc1ccccc1C(F)(F)F` gave 12-LOX inh inconclusive and LDHA inh -1.
`COC(=O)CN1CCN(c2nc3c(c(=O)[nH]c(=O)n3C)n2Cc2ccc(F)cc2)CC1` gave 12-LOX inh inconclusive and LDHA inh 11.
`CCn1nc(C(=O)Nc2ccc(OCC(C)C)c(Cl)c2)c2ccccc2c1=O` gave 12-LOX inh 30%[activator] and LDHA inh 9.
Screening CCCCn1nc(C(=O)Nc2cc(C(F)(F)F)ccc2N2CCOCC2)c2ccccc2c1=O returned 12-LOX inh 9% and LDHA inh 15.
`Cc1[nH]ncc1Nc1ccccc1C(C)C` gave 12-LOX inh 16% and LDHA inh -4.
Cc1ccc(-c2nc(C)sc2CC(=O)NCCc2cccs2)cc1 was read as 12-LOX inh 14% and LDHA inh 4.
Screening COc1ccc(C2C=C(c3ccc(Br)cc3)Nc3nnnn32)cc1 (stereo unspecified) returned 12-LOX inh -20% and LDHA inh -1.
`CCOC(=O)c1ccc(NC(=O)CN(c2ccccc2Cl)S(C)(=O)=O)cc1` gave 12-LOX inh 1% and LDHA inh 3.
Screening COc1cccc(OC)c1C(=O)Nc1ccc(N2CCN(C)CC2)c(Cl)c1 returned 12-LOX inh -13% and LDHA inh -4.
Screening COC(=O)C1=C(C)N(c2ccccc2)C(=O)CC1C(=O)Nc1ccc(F)c(F)c1 (stereo unspecified) returned 12-LOX inh -28% and LDHA inh -1.
Cc1ccc(OCC(=O)Nc2c(C)ccc3nsnc23)cc1C was read as 12-LOX inh -1% and LDHA inh 5.
For COc1ccc(/C=C/C(=O)Oc2ccc(Br)cc2)cc1 the results were 12-LOX inh -32% and LDHA inh -15.
Screening COC(=O)/C=C1\OCc2cc(OCc3ccccc3)ccc21 returned 12-LOX inh 3% and LDHA inh 1.
Screening CC(NC(=O)c1sc2ccccc2c1Cl)c1ccncc1 (stereo unspecified) returned 12-LOX inh -32% and LDHA inh 3.
O=C(Cn1c(-c2cscn2)nc2ccccc21)Nc1cccc(N2CCCC2=O)c1 was read as 12-LOX inh 1% and LDHA inh -2.
O=C(NCC1CC1)C1CCCN1S(=O)(=O)c1ccc(Br)s1 (stereo unspecified) was read as 12-LOX inh -41% and LDHA inh 5.
Screening Cc1cccc(C(C)C)c1NC(=O)COc1ncnc2ccccc12 returned 12-LOX inh -9% and LDHA inh -4.
For COC(=O)[C@@]12C[C@@H](CC(=O)NCC3CCCCC3)C(=O)N(Cc3cccc4ccccc34)C1=CCC(C)(C)C2 the results were 12-LOX inh inconclusive and LDHA inh 0.
`O=C(NCCCNC(=O)c1cc2ccccc2[nH]1)c1cccc(F)c1` gave 12-LOX inh 9% and LDHA inh -4.
`C/C(Cl)=C/C[N+]1(CC#Cc2cccc3ccccc23)CCOCC1` gave 12-LOX inh -1% and LDHA inh 8.
`CCCn1nc(S(=O)(=O)N2CCCCC2)c(C(=O)OCC)c1C` gave 12-LOX inh 6.3µM* and LDHA inh 10.
For Cc1c(NC(=O)c2cccc(S(=O)(=O)N(C)C)c2)c(=O)n(-c2ccccc2)n1C the results were 12-LOX inh inconclusive and LDHA inh -1.
For CCc1nc(N)c(C#N)c(-c2cccs2)c1C the results were 12-LOX inh 19% and LDHA inh -4.
C[C@@]12CC[C@@H](C3=C(CCC3)C1)N2c1ccccc1 was read as 12-LOX inh inconclusive and LDHA inh 3.
`COc1ccc2c(c1)/C(=N/OC(=O)c1cc(Cl)ccc1SC)CCC2` gave 12-LOX inh inconclusive and LDHA inh 7.
Cc1ccc2occ(CC(=O)Nc3sc4c(c3C(N)=O)CCCC4)c2c1 was read as 12-LOX inh 4% and LDHA inh 2.
`O=C(O)CC(O)(c1ccccc1)c1ccccc1` gave 12-LOX inh -22% and LDHA inh 11.
`COc1ccc(CC(N)c2csc(NC(=O)C(c3ccccc3)c3ccccc3)n2)cc1` (stereo unspecified) gave 12-LOX inh inconclusive and LDHA inh -14.
CCCCN(C=O)c1c(CC)nc2c(OCCn3cccc3)cccn12 was read as 12-LOX inh -4% and LDHA inh -2.
For COc1ccc(NC(=O)CN2C(=O)C(C)(C)c3cc(S(=O)(=O)N4CCCC4)ccc32)cc1Cl the results were 12-LOX inh 11% and LDHA inh -4.
Screening CCCCNC(=S)N(c1ccccc1)C(C)C returned 12-LOX inh 16% and LDHA inh 1.
For O=C(CCC(=O)c1ccc(Cl)cc1)OCCOc1ccc(Br)cc1 the results were 12-LOX inh -35% and LDHA inh 11.
For O=C(CCC(=O)c1ccc(Cl)cc1)OCC(=O)c1cccc(I)c1 the results were 12-LOX inh 2% and LDHA inh 1.
Screening Cc1cc(-c2ccccc2)c(-c2nc3ccccc3s2)[nH]1 returned 12-LOX inh inconclusive and LDHA inh 0.
CC(C)CNC(=O)NC(=O)COC(=O)c1cc(-c2cccs2)nc2ccccc12 was read as 12-LOX inh -25% and LDHA inh 8.
`CN(C)C(=O)C(Sc1nc2ccccc2o1)c1ccccc1` (stereo unspecified) gave 12-LOX inh 2% and LDHA inh 0.
`CCOC(=O)N1CCN(C(=O)CN(c2cccc(OC)c2)S(=O)(=O)c2ccc(C)cc2)CC1` gave 12-LOX inh -12% and LDHA inh -5.
For COc1ccc(S(=O)(=O)N2CCC(C(=O)Nc3ccccc3F)CC2)c2cccnc12 the results were 12-LOX inh -9% and LDHA inh 7.
`CNc1cccc(-c2cccc(C(=O)N3CCOCC3)c2)n1` gave 12-LOX inh -6% and LDHA inh -3.
CCc1ccc(Cn2nccc2NC(=O)c2nn(CC)c(=O)c3ccccc23)cc1 was read as 12-LOX inh -8% and LDHA inh -3.
CCCOC(=O)COc1ccc2c(=O)c(-c3ccccc3OC)c(C(F)(F)F)oc2c1 was read as 12-LOX inh inconclusive and LDHA inh 1.
For Cc1cc(=O)c2ccccc2n1CC(=O)O the results were 12-LOX inh -11% and LDHA inh 0.
`Cc1cccc(NC(=O)CCc2ncc(-c3ccc(F)cc3)o2)c1` gave 12-LOX inh -4% and LDHA inh -4.
`Cc1ccc(C2CC(=O)CC(=O)C2)cc1` gave 12-LOX inh inconclusive and LDHA inh -18.
`COc1ccc(NS(=O)CCCc2ccccc2)cc1` (stereo unspecified) gave 12-LOX inh -28% and LDHA inh 6.
`COC(=O)c1cc(OCCOc2ccccc2Cl)cc(C(=O)OC)c1` gave 12-LOX inh 0% and LDHA inh -2.
`Cc1ccsc1/C=C/C(=O)c1ccc2ccccc2c1` gave 12-LOX inh 4% and LDHA inh -3.
Screening CCOC(=O)c1cc2cc(Oc3ccc4[nH]c(C(=O)OCC)cc4c3)ccc2[nH]1 returned 12-LOX inh 61% and LDHA inh 16.
`CC1(C(=O)Nc2ccc(Cl)c(C(F)(F)F)c2)Cc2c(-c3ccccc3)ccnc2O1` (stereo unspecified) gave 12-LOX inh -24% and LDHA inh -2.
C#CCOc1ccc(/C=C(/C#N)c2cccc(F)c2)cc1OC was read as 12-LOX inh inconclusive and LDHA inh 4.
Screening CC(NS(=O)(=O)c1cccc2nsnc12)C12CC3CC(CC(C3)C1)C2 (stereo unspecified) returned 12-LOX inh -18% and LDHA inh 0.
`CC1(C)CC(=O)c2cc(C#N)c(SCc3ccccc3)nc2C1` gave 12-LOX inh -2% and LDHA inh 3.
`O=C(C[C@@H]1C=C[C@H](NS(=O)(=O)c2ccccc2F)[C@@H](CO)O1)NCCCN1CCOCC1` gave 12-LOX inh -14% and LDHA inh 1.
For CC(C)N1CCC(NC(=O)C2CC2)CC1 the results were 12-LOX inh 3% and LDHA inh 5.
For O=C(c1ccccc1)N1CCN(Cc2nnnn2C2CC2)CC1 the results were 12-LOX inh 8% and LDHA inh -3.
Screening O=C(Nc1cccc(S(=O)(=O)N2CCCCCC2)c1)c1n[nH]c(=O)c2ccccc12 returned 12-LOX inh -22% and LDHA inh -22.
For COCc1cccc(-c2csc(C(C)(O)c3ccc(OC)cc3)n2)c1 (stereo unspecified) the results were 12-LOX inh -3% and LDHA inh -2.
`CCCC(NC(N)=O)C(=O)N1CCN(S(=O)(=O)c2ccc(OC)cc2)CC1` (stereo unspecified) gave 12-LOX inh inconclusive and LDHA inh 1.
`O=C(C(=O)N1CCN(CCN2CCOCC2)CC1)c1ccccc1` gave 12-LOX inh 0% and LDHA inh -11.
CCCN1C=NS(=O)(=O)c2cc(C(=O)NCCc3ccccc3)ccc21 was read as 12-LOX inh -31% and LDHA inh 2.
`COCC(C)NC(=O)C1CCN(Cc2ccc(F)cc2)CC1` (stereo unspecified) gave 12-LOX inh 2% and LDHA inh -3.
Screening Cc1noc(/C=C\c2ccc(S(=O)(=O)N3CCCc4ccccc43)cc2)c1NC(=O)C1CC1 returned 12-LOX inh -1% and LDHA inh -22.
For COC(=O)c1ccccc1NCC(=O)NC(=O)NC(C)C the results were 12-LOX inh -39% and LDHA inh -10.
`CCc1cccc2c(C(=O)CN3C(=O)CC4(CCCC4)C3=O)c[nH]c12` gave 12-LOX inh inconclusive and LDHA inh 8.
For NS(=O)(=O)c1ccc(NC(=O)NC2CCSc3ccccc32)cc1 (stereo unspecified) the results were 12-LOX inh 2% and LDHA inh -2.
`CC(C)NC(=O)Nc1cccc(C(=O)NC(C)c2cccc(Cl)c2)c1` (stereo unspecified) gave 12-LOX inh -43% and LDHA inh 5.
CC1(C(=O)NS(=O)(=O)c2ccc3c(c2)CCO3)CCN1C(=O)Cc1ccc(-c2ccccc2)cc1 (stereo unspecified) was read as 12-LOX inh -6% and LDHA inh -5.
N#Cc1nc(-c2ccc(F)cc2)oc1NCC(c1cccs1)N1CCOCC1 (stereo unspecified) was read as 12-LOX inh 4% and LDHA inh 9.
`Cc1ccc2c(c1)N(C(=O)Cn1c(=O)n(CCC(=O)N3CCCCC3)c(=O)c3sccc31)CCO2` gave 12-LOX inh 36%[activator] and LDHA inh -23.
Screening CN(Cc1ccc(C(F)(F)F)cc1)C(=O)[C@H]1O[C@@H](n2ccc(=O)[nH]c2=O)[C@H](O)[C@@H]1O returned 12-LOX inh -7% and LDHA inh -12.
Screening C=C(C)Cn1c(N2CCN(Cc3ccccc3F)CC2)nc2c1c(=O)[nH]c(=O)n2C returned 12-LOX inh 7% and LDHA inh 4.
Screening CCCCCn1nnnc1C1c2ccccc2C(=O)N1Cc1ccco1 (stereo unspecified) returned 12-LOX inh 13% and LDHA inh -2.
For O=C(Cn1ccc2cc(Cl)ccc21)Nc1ccc(O)cc1 the results were 12-LOX inh -16% and LDHA inh 11.
COc1ccc(-c2cc(NC(=O)Cc3cccs3)n(C3CCS(=O)(=O)C3)n2)cc1 (stereo unspecified) was read as 12-LOX inh -28% and LDHA inh 7.

Structures shown so far that contain a thiophene ring, fused or not, in the order listed:
For Cc1cc(NC(=O)C(C)OC(=O)c2cc3c(s2)CCCCCC3)no1 (stereo unspecified) the results were 12-LOX inh 3% and LDHA inh 7.
Cc1ccc(-c2nc(C)sc2CC(=O)NCCc2cccs2)cc1 was read as 12-LOX inh 14% and LDHA inh 4.
Screening CC(NC(=O)c1sc2ccccc2c1Cl)c1ccncc1 (stereo unspecified) returned 12-LOX inh -32% and LDHA inh 3.
O=C(NCC1CC1)C1CCCN1S(=O)(=O)c1ccc(Br)s1 (stereo unspecified) was read as 12-LOX inh -41% and LDHA inh 5.
For CCc1nc(N)c(C#N)c(-c2cccs2)c1C the results were 12-LOX inh 19% and LDHA inh -4.
Cc1ccc2occ(CC(=O)Nc3sc4c(c3C(N)=O)CCCC4)c2c1 was read as 12-LOX inh 4% and LDHA inh 2.
CC(C)CNC(=O)NC(=O)COC(=O)c1cc(-c2cccs2)nc2ccccc12 was read as 12-LOX inh -25% and LDHA inh 8.
`Cc1ccsc1/C=C/C(=O)c1ccc2ccccc2c1` gave 12-LOX inh 4% and LDHA inh -3.
N#Cc1nc(-c2ccc(F)cc2)oc1NCC(c1cccs1)N1CCOCC1 (stereo unspecified) was read as 12-LOX inh 4% and LDHA inh 9.
`Cc1ccc2c(c1)N(C(=O)Cn1c(=O)n(CCC(=O)N3CCCCC3)c(=O)c3sccc31)CCO2` gave 12-LOX inh 36%[activator] and LDHA inh -23.
COc1ccc(-c2cc(NC(=O)Cc3cccs3)n(C3CCS(=O)(=O)C3)n2)cc1 (stereo unspecified) was read as 12-LOX inh -28% and LDHA inh 7.

Not all compounds are listed (hit frequency here may not be typical).
